Source: PubChem (Sanford-Burnham Center for Chemical Genomics)
TAG inh: inhibitors of triacylglycerol accumulation, primary screen, cell-based, uHTS, fluorescence, H9c2. AID 651582, 2012. inhibition, % at 12.5 µM. H9c2 cells, Nile Red lipid (TAG) fluorescence; cells loaded with 200 µM oleic acid. 0.66% of 230,000 active;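 active = pattern-corrected inhibition of lipid staining of at least 50% with the nuclear-stain viability signal not falling by more than 50%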;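 also: 0% = DMSO wells and 100% = triacsin C control wells; some results filed as inactive read as strong as hits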
TAG inh DAPI viability: also measured in TAG inh; calls as there; DAPI nuclei signal change (viability), lower = more cytotoxic, %;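 whole-well DAPI fluorescence read on a plate reader as a viability signal; minus 50 percent equals half of cells still viable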
Starred values were filed as active, the others as inactive. This is a subset; rates above refer to the full screens.

SMILES	TAG inh	TAG inh DAPI viability
CCOc1ccc(NC(=O)Nc2ccc(NC(C)=O)cc2)cc1	-3	-1
CNc1ncc(C(=O)c2ccc(Br)cc2)s1	8	8
COc1cccc(C(=O)Nc2nnc(CCS(=O)(=O)c3ccc(C)cc3)s2)c1	-11	6
Cc1cc(NC(=O)NC(C(F)(F)F)C(F)(F)F)no1	4	3
NC(=O)c1cn(-c2ccccc2)nc1-c1cccnc1	-5	13
O=[N+]([O-])c1ccccc1Nc1ccccc1	-3	-8
Cc1ccc(S(=O)(=O)Nc2ccc3ccccc3n2)cc1	2	-5
Cc1csc(NC(=O)C2CCCCC2C(=O)O)n1 (configuration not stated)	13	-2
c1cc2[nH]c3ccncc3c2cn1	14	-5
O=C(CCc1ccccc1)NCC1OCCc2ccccc21 (configuration not stated)	-10	-1
CCn1c(=O)c2cc(C(=O)NCc3cccs3)sc2c2ccccc21	20	1
COc1ccccc1OC(=O)c1ccc(S(=O)(=O)N(C)C)cc1	10	-15
CCOc1ccc(-n2ccnc(SCC(=O)NCc3cccc(OC)c3)c2=O)cc1	10	3
Cc1cc2cc(CN(Cc3ccc4c(c3)OCO4)C(=O)c3cnccn3)c3nnnn3c2cc1C	12	-1
Cc1ccc(OCc2nnc(SCC(N)=O)n2N)cc1	-5	-4
O=C(Cc1ccccc1[N+](=O)[O-])NCCCN1CCOCC1	-2	3
CC(=O)Nc1ccc2c(c1)N(C(C)=O)c1ccccc1CC2	13	-14
c1ccc2c(c1)ncn2CCCOc1ccc2c(c1)CCC2	-36	7
COC(=O)c1c(NC(=O)CSc2nnc(-c3cccnc3)n2Cc2ccco2)sc(C)c1C	-2	4
CCOc1ccc(S(=O)(=O)N(C)c2ccc(OCC(=O)NCc3ccco3)cc2)cc1	4	-3
COc1ccc(CC(=O)OCC(=O)c2ccc(OC)c(OC)c2)cc1	17	5
O=C(O)CC1Cc2ccccc2C1C(=O)O (configuration not stated)	11	0
NC1=NC(c2cn[nH]c2-c2cccc(F)c2)n2c(nc3ccccc32)N1 (configuration not stated)	0	1
O=C(NC1CCSc2ccccc21)c1c(F)cccc1Cl (configuration not stated)	-18	-1
COc1ccccc1CCNC(=O)c1cc(-c2ccncc2)nc2ccc(Br)cc12	14	1

Grouped by structure: those above with an NH in an aromatic ring (two)
SMILES	TAG inh	TAG inh DAPI viability
c1cc2[nH]c3ccncc3c2cn1	14	-5
NC1=NC(c2cn[nH]c2-c2cccc(F)c2)n2c(nc3ccccc32)N1 (configuration not stated)	0	1

Entries of single compounds from above. Screens in order: TAG inh, TAG inh DAPI viability
Listed for `NC1=NC(c2cn[nH]c2-c2cccc(F)c2)n2c(nc3ccccc32)N1` (configuration not stated) → 0, 1
Listed for `Cc1cc2cc(CN(Cc3ccc4c(c3)OCO4)C(=O)c3cnccn3)c3nnnn3c2cc1C` → 12, -1

Next section:
SMILES	TAG inh	TAG inh DAPI viability
N#Cc1nc(-c2ccco2)oc1N1CCCC1	9	4
Cc1ccc(NS(=O)(=O)c2ccc3c(c2)CC(=O)N3)cc1F	-7	3
Cc1c(C(=O)OCC(=O)N2CC(=O)Nc3ccccc32)oc2ccc(Br)cc12	15	-20
CCCCCc1nc2sc3c(c2c(=O)n1NC(=O)c1ccc([N+](=O)[O-])cc1)CC(C)(C)OC3	5	-2
CCOC(=O)c1[nH]c(C)c(C(=O)OC)c1C	-11	10
COc1ccc(C2=NN(c3nc(C(=O)O)cs3)C(O)(C(F)(F)F)C2)c(OC)c1 (configuration not stated)	15	-2
CCNc1nnc(SCC(=O)c2cc(C)n(C3CC3)c2C)s1	-2	-3
CC(=O)NCCc1cc2cc(C)c(C)cc2[nH]c1=O	-13	3
CCCn1cc(S(=O)(=O)CC(=O)Nc2ccc(OCC)cc2)c2ccccc21	39	-11
O=C(NCc1ccc(Cl)cc1)c1ccc(CNc2c(N3CCCC3)c(=O)c2=O)cc1	2	0
CCOC(=O)N1CCC(N2C(=O)c3ccccc3C2Nc2ccc3c(C)cc(=O)oc3c2)CC1 (configuration not stated)	2	37
Cc1cccc(S(=O)(=O)NC(=O)C2(C)CCN2C(=O)Cc2ccc(C(C)(C)C)cc2)c1 (configuration not stated)	-10	-4
O=C(CSc1nnc2ccccn12)Nc1ccccc1C(=O)O	13	-6
COc1ccc(NC(=S)N2CCc3cc(OC)c(OC)cc3C2)cc1	-4	-7
Cc1nc(C(=O)N2CCC(C)(C(=O)NS(=O)(=O)C3CC3)C2)c(C)o1 (configuration not stated)	4	-1
COc1ccc(OC)c(/C=N/NC(=O)c2ccc3nc[nH]c3c2)c1	-2	-2
O=C(c1ccc2c(=O)n3c(nc2c1)CCC3)N1CCN(S(=O)(=O)c2cccc(F)c2)CC1	-6	-2
N#CCOc1ccccc1CNC[C@H]1O[C@@H](n2cnc(C(N)=O)n2)[C@H](O)[C@@H]1O	10	-5
CCOc1ccc(N=C2C(=O)N(CN3CCOCC3)c3ccccc32)cc1	-1	-9
COc1cccc(N=Cc2c(O)c3ccccc3oc2=O)c1	-11	8
Nc1ccc(-c2nc3ncccc3o2)c(Cl)c1	10	2
O=C(NC(=S)Nc1cccc([N+](=O)[O-])c1)C1CCCC1	0	1
Cc1ccc(NC(=O)Nc2cc(S(=O)(=O)N(C)C)ccc2C)cc1	-8	0
Cc1cnc(C(=O)OCc2csc(CC(=O)Nc3ccccc3C)n2)cn1	-26	1
CC(C)CNC(=O)C1(C)CCCN1C(=O)c1cccnc1Oc1ccccc1 (configuration not stated)	3	2

An excerpt from above in order of heavy-atom count, lowest first.
SMILES	TAG inh	TAG inh DAPI viability
Cc1ccc(NC(=O)Nc2cc(S(=O)(=O)N(C)C)ccc2C)cc1	-8	0
O=C(NCc1ccc(Cl)cc1)c1ccc(CNc2c(N3CCCC3)c(=O)c2=O)cc1	2	0
CCCCCc1nc2sc3c(c2c(=O)n1NC(=O)c1ccc([N+](=O)[O-])cc1)CC(C)(C)OC3	5	-2

Going on with the list:
SMILES	TAG inh	TAG inh DAPI viability
O=C(CN(C(=O)CCC(=O)Nc1ccccn1)c1ccc2c(c1)OCCO2)NCCc1ccccc1	-15	0
CN(CC(=O)Nc1ccccc1C(=O)NC1CC1)Cc1ccc(N(C)C)cc1	4	-7
CCOC(=O)c1c(CN2CCOCC2)oc2ccc(OC(C)=O)cc12	2	1
O=C(Oc1ccccc1N1C(=O)C2CCCCC2C1=O)c1ccc(Cl)cc1 (configuration not stated)	-6	3
NCC(c1ccco1)c1c[nH]c2ccccc12 (configuration not stated)	5	-8
O=C(Nc1ccc(OCCO)cc1)c1csc([C@@H]2C[C@H](O)[C@@H](CO)O2)n1	0	-8
Cc1ccn2c(/C=N/OCc3cccc(F)c3)c(-c3ccc(Cl)cc3)nc2c1	39	5
Cc1cccc(NC(=O)CN2C(=O)NC3(CCCC3)C2=O)n1	18	-6
COc1cc2c(CCNC(C)=O)c[nH]c2cc1O	5	-2
O=C(Nc1ccccc1N1CCCC1)c1cc(S(=O)(=O)N2CCOCC2)ccc1Cl	-11	2
COc1ccccc1NC(=O)COC(=O)CNC(=O)c1ccc(OC)c(OC)c1	-11	-3
O=C(c1ccc(NS(=O)(=O)c2cccs2)cc1)N1CCCCC1	-7	2
N#Cc1ccc(CCc2ccccc2)[nH]c1=O	-4	4
Nc1nc(=S)c2ncn([C@@H]3O[C@H](CO)[C@@H](O)[C@H]3O)c2[nH]1	8	-8
CC(C)n1nc(C(=O)Nc2cccc(S(=O)(=O)NCc3ccco3)c2)c2ccccc2c1=O	-2	2
O=C(C1CC(=O)N(c2ccc(F)cc2)C1)N1CCN(c2ccccc2)CC1 (configuration not stated)	14	3
CN(C)S(=O)(=O)c1ccc(C(=O)Nc2nnc(Cc3ccccc3)s2)cc1	1	-2
C[C@H](O)[C@@H](C(=O)N1CCN(C(=O)OC(C)(C)C)CC1)n1cc(CCCCNC(=O)OC(C)(C)C)nn1	24	-4
O=C(CN1C(=O)NC2(CCCC2)C1=O)N1CCCSC1=Nc1ccccc1	10	0
Cc1noc(C)c1COc1ccc(C(=O)NCC2CCCO2)cc1 (configuration not stated)	10	-9
COc1ccc(CC(=O)NCc2cccs2)cc1	25	-9
N#CCN(C(=O)COC(=O)CCCNC(=O)c1ccc(Cl)cc1)c1ccccc1	-5	0
S=C(NCc1ccccc1)Nc1ccc2ccccc2c1	5	-5
O=C(N/C=C/n1cnc2cc(C(F)(F)F)ccc21)c1ccccc1	0	5
COc1ccccc1NC(=O)c1ccc([N+](=O)[O-])cc1[N+](=O)[O-]	-28	-5

Next structures:
SMILES	TAG inh	TAG inh DAPI viability
COc1ccc(COC(=O)C2CCN(S(=O)(=O)c3ccc(OC)c(OC)c3)CC2)cc1	4	10
COc1ccccc1OCCNc1nc2c(c(=O)n(C)c(=O)n2C)n1C	-29	8
Cc1cnc(C(=O)Nc2ccccc2-n2cccc2)cn1	-9	5
Cc1occc1-c1nnc(SCC(=O)c2ccc3c(c2)OCCO3)n1CC1CCCO1 (configuration not stated)	9	-3
Clc1cccc(NCc2nnc3n2CCCCC3)c1	-3	12
CSCCC(NS(=O)(=O)c1c(Cl)cccc1Cl)C(=O)O (configuration not stated)	7	8
O=C(Nc1cccc(S(=O)(=O)N2CCOCC2)c1)C1CC(=O)N(c2ccc3c(c2)OCCO3)C1 (configuration not stated)	11	-1
COC(=O)c1ccc(Cl)c(NC(=O)NC23CC4CC(CC(C4)C2)C3)c1	70*	-9.3*
CC(=O)Nc1ccc(NC(=O)C(C)OC(=O)c2cccc(S(=O)(=O)N3CCCC3)c2)cc1 (configuration not stated)	-1	4
Nc1cc2c(cc1Cl)-c1ccc(Cl)cc1C2	11	3
CCc1nc2c(OCc3ccc(Cl)cc3)cccn2c1N(C)C(=O)C1CC1	10	-8
CCOC(=O)C1=C(C2=CCCCC2)c2ccc(OC)cc2N(S(=O)(=O)C(F)(F)F)C1C(=O)OCC (configuration not stated)	-12	4
COC(=O)c1cc2occc2n1Cc1nc(-c2cccc(Cl)c2)oc1C	-12	4
O=S(=O)(c1ccc(Cl)s1)N1CCCc2cccc(O)c21	-10	-16
COc1ccc(OCC(=O)O/N=C(\N)Cc2ccc(Cl)cc2)cc1	-9	-34
COc1cccc(C(O)c2nc(-c3ccc(C)c(C)c3)cs2)c1 (configuration not stated)	-6	-9
CC1(C)CC(=O)C(N=Nc2cccc(S(=O)(=O)N3CCOCC3)c2)=C(O)C1	2	-3
c1ccc(CCCCc2ccccn2)cc1	2	4
CCOc1cc(Br)cc(/C=C2\SC(=Nc3ccccc3)NC2=O)c1O	15	-4
Cc1c(CN(C)C(=O)C2CCC(=O)N(Cc3ccccc3F)C2)[nH]c2ccccc12 (configuration not stated)	-14	1
COCCCNc1nc(N)c([N+](=O)[O-])c(Nc2ccccc2OC)n1	-41	23
COCCN(C(=O)COC(=O)c1ccc(-c2ccccc2)cc1)c1c(N)n(Cc2ccccc2)c(=O)[nH]c1=O	17	-8
O=C(Cn1c(=O)sc2ccccc21)Nc1ccc(S(=O)(=O)N2CCCCC2)cc1	9	-14
O=C(c1ccc(C(F)(F)F)cc1)C1CCCN(C(=O)CCc2cnccn2)C1 (configuration not stated)	-3	-10
CC1(C)CN(c2ccc(CC#N)cc2)C1=O	2	-1

Molecules shown so far containing an aryl thioether with sulfur outside any ring (6):
SMILES	TAG inh	TAG inh DAPI viability
CCOc1ccc(-n2ccnc(SCC(=O)NCc3cccc(OC)c3)c2=O)cc1	10	3
Cc1ccc(OCc2nnc(SCC(N)=O)n2N)cc1	-5	-4
COC(=O)c1c(NC(=O)CSc2nnc(-c3cccnc3)n2Cc2ccco2)sc(C)c1C	-2	4
CCNc1nnc(SCC(=O)c2cc(C)n(C3CC3)c2C)s1	-2	-3
O=C(CSc1nnc2ccccn12)Nc1ccccc1C(=O)O	13	-6
Cc1occc1-c1nnc(SCC(=O)c2ccc3c(c2)OCCO3)n1CC1CCCO1 (configuration not stated)	9	-3
